# SENP1 inh: human SENP1 catalytic domain inhibitors, primary screen, biochemical, FRET, uHTS; Sentrin-specific protease 1 (Homo sapiens), Q9P0U3; recombinant SENP1 catalytic domain, CyPet-SUMO1-YPet FRET cleavage; inhibition, % at 10 µM; actives 0.21% (n = 360,000);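 active = inhibition at least 30% at 10 µM, raw YFP signal under a set limit, fluorescence ratio 0.5 to 1.5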;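 note: 0% = enzyme with DMSO and 100% = no enzyme wells; some results filed as inactive read as strong as hits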
# Target sequence (Q9P0U3 419-644 limits assumed): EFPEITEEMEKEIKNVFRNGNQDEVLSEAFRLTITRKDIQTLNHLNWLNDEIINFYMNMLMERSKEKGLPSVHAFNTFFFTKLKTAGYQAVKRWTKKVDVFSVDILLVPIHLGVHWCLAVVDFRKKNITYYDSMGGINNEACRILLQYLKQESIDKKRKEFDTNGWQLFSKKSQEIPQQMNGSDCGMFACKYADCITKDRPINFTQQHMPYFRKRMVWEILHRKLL
#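 system = hSENP1 catalytic domain, recombinant | reagent = SFCypet-SUMO1-SFYpet substrate at 25 nM | doses = one dose per compound, 10 µM, 0.5% DMSO | incubation = enzyme reaction for 50 min at room temperature, dark | measured by = FRET, CFP and YFP emission | controls = no-enzyme low, enzyme-DMSO high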
# PfG6PD inh: PfG6PD enzyme inhibitors, primary screen, biochemical, fluorescence intensity, uHTS. actives 0.78% (n = 350,000). PfGluPho enzyme, NADPH resazurin-diaphorase fluorescence. inhibition, % at 20 µM;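 active = inhibition reaching at least a set limit at 20 µM in the primary screen, cut at about 59% in these data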;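 note: 0% = DMSO wells with substrate and 100% = DMSO wells lacking glucose-6-phosphate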
# SENP8 inh: human SENP8 protease inhibitors, primary screen, biochemical, fluorescence, Nedd8 protein substrate, uHTS | Sentrin-specific protease 8 (Homo sapiens), Q96LD8 | recombinant SENP8 | inhibition, % at 20 µM | actives 0.64% (n = 360,000); in the data active = inhibition mostly above about 40%, no sharp cut-off; inactive = mostly below about 27%
# Target sequence (Q96LD8 whole entry, looked up): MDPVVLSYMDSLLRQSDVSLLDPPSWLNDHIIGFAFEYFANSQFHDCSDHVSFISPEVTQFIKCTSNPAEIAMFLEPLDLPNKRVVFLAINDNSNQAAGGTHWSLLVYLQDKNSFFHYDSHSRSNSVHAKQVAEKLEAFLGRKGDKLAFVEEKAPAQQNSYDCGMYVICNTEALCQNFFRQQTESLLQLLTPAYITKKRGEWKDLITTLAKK
# An asterisk follows results filed as active. An excerpt; count on the stated rates, not on these rows.
> CC(C)(CO)CN1CCC(n2nccc2NC(=O)C2CCOC2)CC1 (stereo not drawn)
  SENP1 inh: 2
  PfG6PD inh: -20
  SENP8 inh: 8
> C[C@@H]1CN([C@H](C)CO)S(=O)(=O)c2ccc(Br)cc2O[C@H]1CN(C)C(=O)C1CCCCC1
  SENP1 inh: 1
  PfG6PD inh: -10
  SENP8 inh: 13
> CC(=O)c1ccc2c3c(ccc([N+](=O)[O-])c13)CC2
  SENP1 inh: 3
  PfG6PD inh: 17
  SENP8 inh: 12
> COc1cccc(N2CCN(C(=O)C3CCN(C(=O)Nc4ccccc4)CC3)CC2)c1
  SENP1 inh: 1
  PfG6PD inh: -13
  SENP8 inh: 18
> O=C(Nc1ccc(Cc2ccc(NC(=O)Nc3cccnc3)cc2)cc1)Nc1cccnc1
  SENP1 inh: 0
  PfG6PD inh: 10
  SENP8 inh: 11
> C[C@@H]1CN([C@H](C)CO)C(=O)CCCn2nncc2CO[C@@H]1CN(C)C(=O)c1cc(-c2ccccc2)on1
  SENP1 inh: 0
  PfG6PD inh: 2
  SENP8 inh: 11
> CCCc1c(C(=O)N/N=C/c2ccc(OCc3ccc(F)cc3)cc2)nnn1-c1nonc1N
  SENP1 inh: 1
  PfG6PD inh: 10
  SENP8 inh: -328
> CC(=O)Oc1ccc(N(C(C)=O)S(=O)(=O)c2ccccc2)c2ccccc12
  SENP1 inh: 3
  PfG6PD inh: 1
  SENP8 inh: 25
> Cc1cccc(Cn2c(NC3CCCC3)nc3c2c(=O)[nH]c(=O)n3C)c1
  SENP1 inh: 1
  PfG6PD inh: -13
  SENP8 inh: 12
> Cn1c(N)c(C(=O)COC(=O)C2Cc3ccccc3CN2S(C)(=O)=O)c(=O)n(C)c1=O (stereo not drawn)
  SENP1 inh: -1
  PfG6PD inh: -8
  SENP8 inh: 8
> CC1(C2CC(=O)c3c(O)ccc(O)c3C2)OCCO1 (stereo not drawn)
  SENP1 inh: 5
  PfG6PD inh: 10
  SENP8 inh: 25
> CC1Cc2ccccc2N1CC(=O)Nc1cc(S(=O)(=O)N2CCOCC2)ccc1Cl (stereo not drawn)
  SENP1 inh: 2
  PfG6PD inh: 0
  SENP8 inh: 10
> CC(C)Oc1ccc(S(=O)(=O)N2CCOCC2)cc1NC(=O)c1ccc(Cl)c(S(=O)(=O)N2CCOCC2)c1
  SENP1 inh: 2
  PfG6PD inh: -15
  SENP8 inh: 7
> COc1ccccc1N(CC(=O)NCc1ccccc1)S(=O)(=O)c1cccs1
  SENP1 inh: 4
  PfG6PD inh: -13
  SENP8 inh: -3
> CC(=O)Nc1ccc(C(=O)OCC(=O)NC2CCCCCC2)cc1
  SENP1 inh: 2
  PfG6PD inh: -7
  SENP8 inh: 3

> COc1cccc2sc(=NC(=O)CS(=O)(=O)c3ccccc3)n(C)c12
  SENP1 inh: -3
  PfG6PD inh: 8
  SENP8 inh: -214
> C[C@H]1CN([C@@H](C)CO)C(=O)CCCn2cc(nn2)CO[C@@H]1CN(C)S(=O)(=O)c1ccc2ccccc2c1
  SENP1 inh: -2
  PfG6PD inh: -3
  SENP8 inh: 8
> CCOC(=O)c1c(C)[nH]c(C(=O)N(C)CC(=O)Nc2ccc(OCC)c(OCC)c2)c1C
  SENP1 inh: 2
  PfG6PD inh: 13
  SENP8 inh: 10
> CCc1noc(C)c1C(=O)N(CC)CC(=O)NCc1ccc(F)cc1
  SENP1 inh: 3
  PfG6PD inh: -5
  SENP8 inh: 9
> Cc1sc2nc(-c3ccccc3F)oc(=O)c2c1C
  SENP1 inh: -4
  PfG6PD inh: 14
  SENP8 inh: -9
> CC1CCC(N(C)C(=O)CN2C(=O)NC(c3ccccc3)(c3ccccc3)C2=O)CC1 (stereo not drawn)
  SENP1 inh: -2
  PfG6PD inh: -3
  SENP8 inh: 17
> COc1cc(Cl)cc(/C=N\NC(=O)c2ccc3c(c2)OCO3)c1O
  SENP1 inh: 31
  PfG6PD inh: -17
  SENP8 inh: -47
> CC1(C)CC(=Cc2cc(O)ccc2[N+](=O)[O-])C(=O)c2ccccc21
  SENP1 inh: 2
  PfG6PD inh: -29
  SENP8 inh: 14
> Cc1nc(N2CCN(S(=O)(=O)c3cccs3)CC2)c2c(-c3ccccc3)c(C)sc2n1
  SENP1 inh: -2
  PfG6PD inh: 12
  SENP8 inh: -6
> O=C(Cc1ccc([N+](=O)[O-])cc1)NCCS(=O)(=O)N1CCN(c2ccccc2)CC1
  SENP1 inh: 4
  PfG6PD inh: 5
  SENP8 inh: 10
> Cc1ccc(NC(=O)CN2CCN(S(=O)(=O)c3ccc4c(c3)OCCO4)CC2)c(C)c1
  SENP1 inh: 1
  PfG6PD inh: 0
  SENP8 inh: 6
> Cc1cc(=O)n2c(nc3ccccc32)s1
  SENP1 inh: 1
  PfG6PD inh: -14
  SENP8 inh: 3
> CC(=O)c1ccc(S(=O)(=O)N2CCN(c3ccnc4cc(Cl)ccc34)CC2)cc1
  SENP1 inh: 3
  PfG6PD inh: 9
  SENP8 inh: -22
> O=C(O)c1cocc1C(=O)O
  SENP1 inh: 3
  PfG6PD inh: -1
  SENP8 inh: 13
> Cc1cccc(NC(=O)c2nc[nH]c2C(=O)N[C@H](C)CO)c1
  SENP1 inh: 0
  PfG6PD inh: 9
  SENP8 inh: 16

# 4 entries from above in another layout.
SMILES | SENP1 inh | PfG6PD inh | SENP8 inh
C[C@H]1CN([C@@H](C)CO)C(=O)CCCn2cc(nn2)CO[C@@H]1CN(C)S(=O)(=O)c1ccc2ccccc2c1 | -2 | -3 | 8
CCOC(=O)c1c(C)[nH]c(C(=O)N(C)CC(=O)Nc2ccc(OCC)c(OCC)c2)c1C | 2 | 13 | 10
CCc1noc(C)c1C(=O)N(CC)CC(=O)NCc1ccc(F)cc1 | 3 | -5 | 9
Cc1sc2nc(-c3ccccc3F)oc(=O)c2c1C | -4 | 14 | -9

# Carrying on.
> C[C@@H]1CN([C@H](C)CO)C(=O)CCCn2nncc2CO[C@H]1CN(C)C(=O)Nc1ccc(N2CCCCC2)cc1
  SENP1 inh: -1
  PfG6PD inh: 7
  SENP8 inh: 4
> COc1ccc(NC(=O)N(C)C[C@H]2OCCCC[C@H](C)Oc3ccc(NC(=O)Nc4ccc5c(c4)OCO5)cc3C(=O)N([C@@H](C)CO)C[C@@H]2C)cc1
  SENP1 inh: -3
  PfG6PD inh: 35
  SENP8 inh: -1
> Cc1noc(C)c1NC(=O)N(C)C[C@@H]1Oc2ncc(Br)cc2C(=O)N([C@H](C)CO)C[C@@H]1C
  SENP1 inh: 0
  PfG6PD inh: 9
  SENP8 inh: 4
> CCOC(=O)C1(Cc2ccccc2)CCCN(C(=O)COc2ccccc2OC)C1 (stereo not drawn)
  SENP1 inh: 3
  PfG6PD inh: -2
  SENP8 inh: 13
> COC1CC(NC(C)=O)C(OC(=O)c2ccccc2)C(CBr)O1 (stereo not drawn)
  SENP1 inh: 2
  PfG6PD inh: -14
  SENP8 inh: 16
> COc1ccc(N2CC(C)(C)[C@H](CC(=O)Nc3ccc(Br)cc3)C2=O)cc1
  SENP1 inh: 0
  PfG6PD inh: 10
  SENP8 inh: -2
> O=C(NCc1ccco1)c1c(Cl)cccc1Cl
  SENP1 inh: 1
  PfG6PD inh: -11
  SENP8 inh: 10
> Fc1ccc(NC(=S)SCc2ccc3c(c2)OCO3)cc1F
  SENP1 inh: 1
  PfG6PD inh: -12
  SENP8 inh: 18
> NC(=O)c1ccsc1NC(=O)COC(=O)CCc1ccccc1
  SENP1 inh: -2
  PfG6PD inh: -13
  SENP8 inh: -2
> CCC(C)n1c(SCC(=O)NC2CC2)nc2ccccc2c1=O (stereo not drawn)
  SENP1 inh: 2
  PfG6PD inh: 5
  SENP8 inh: 20
> O=C(C[C@H]1C[C@@H]2c3cc(NC(=O)c4cccnc4)ccc3O[C@@H]2[C@H](CO)O1)NCc1ccncc1
  SENP1 inh: -4
  PfG6PD inh: 0
  SENP8 inh: -10
> COc1ccc(C)cc1S(=O)(=O)NCc1ccccn1
  SENP1 inh: 1
  PfG6PD inh: 18
  SENP8 inh: 22
> CCCCCC(=O)N1C[C@H](O)[C@@H](n2cc(COC(=O)c3ccccc3)nn2)C[C@@H]1c1ccccc1
  SENP1 inh: -1
  PfG6PD inh: 12
  SENP8 inh: 6
> COc1ccc(C)cc1S(=O)(=O)N1CCCC(N2CCN(c3ccccc3)CC2)C1 (stereo not drawn)
  SENP1 inh: 1
  PfG6PD inh: 6
  SENP8 inh: 29
> O=C(OCc1ccc(Br)cc1)c1cc([N+](=O)[O-])ccc1N1CCOCC1
  SENP1 inh: 2
  PfG6PD inh: 20
  SENP8 inh: 21

> CCOc1c(Br)cc(C(=O)Nc2cccc(S(=O)(=O)N3CCOCC3)c2)cc1OC
  SENP1 inh: 2
  PfG6PD inh: 9
  SENP8 inh: 12
> COc1ccc(CN2CCN(C(=O)c3ccccc3C(=O)c3ccccc3)CC2)cc1F
  SENP1 inh: 1
  PfG6PD inh: -5
  SENP8 inh: 10
> C[C@H](NC(=O)c1ccccc1)C(=O)OCC(=O)Nc1ccc(Cl)cn1
  SENP1 inh: -1
  PfG6PD inh: 13
  SENP8 inh: 5
> COc1ccc([C@H]2C[C@H](n3cc(COC(=O)c4ccccc4)nn3)[C@@H](O)CN2CC2CCCCC2)cc1
  SENP1 inh: -4
  PfG6PD inh: 6
  SENP8 inh: -2
> CC12CCC3c4ccc(O)c([N+](=O)[O-])c4CCC3C1CCC2=O (stereo not drawn)
  SENP1 inh: -3
  PfG6PD inh: -5
  SENP8 inh: 23
> COCC(=O)N(C)C[C@@H]1Oc2ncc(Br)cc2C(=O)N([C@@H](C)CO)C[C@H]1C
  SENP1 inh: 1
  PfG6PD inh: -4
  SENP8 inh: -11
> C[C@H](CO)N1C[C@H](C)[C@@H](CN(C)S(=O)(=O)c2ccc(C#N)cc2)OCc2cn(nn2)CCCC1=O
  SENP1 inh: 1
  PfG6PD inh: -14
  SENP8 inh: 0
> N#Cc1cccc(OC(=O)C2CCN(C(=O)c3ccc(F)cc3)CC2)c1
  SENP1 inh: 0
  PfG6PD inh: -1
  SENP8 inh: 14
> COc1ccc(NC(=O)N(C)[C@H]2C[C@H]3c4[nH]c5ccc(-c6ccc(OC)cc6)cc5c4CCN3C[C@H]2[C@H](C)O)cc1
  SENP1 inh: -58
  PfG6PD inh: 20
  SENP8 inh: -43
> CCc1nnc(NC(=O)C(NS(=O)(=O)c2ccccc2)C(C)C)s1 (stereo not drawn)
  SENP1 inh: 2
  PfG6PD inh: -7
  SENP8 inh: 3
> Cc1[nH]c2ccccc2c1C(=O)C(=O)NCc1nnnn1-c1ccc(F)c(F)c1
  SENP1 inh: -1
  PfG6PD inh: -5
  SENP8 inh: 13
> COc1ccc(CSc2n[nH]c(=O)[nH]c2=O)cc1
  SENP1 inh: 2
  PfG6PD inh: -12
  SENP8 inh: 17
> COc1ccc([C@H]2C[C@@H](O)[C@H](n3cc(-c4ccc(F)cc4)nn3)CN2C(=O)C2CCCCC2)cc1
  SENP1 inh: 1
  PfG6PD inh: 4
  SENP8 inh: 0
> COc1ccc(C)cc1N1CC(C(=O)Nc2cccc(C(=O)NC3CC3)c2)CC1=O (stereo not drawn)
  SENP1 inh: 0
  PfG6PD inh: 2
  SENP8 inh: 15
> COc1cc2c(cc1O)C(CSC)Cc1cc3c(cc1N(C)CC2)OCO3 (stereo not drawn)
  SENP1 inh: -2
  PfG6PD inh: 2
  SENP8 inh: -4

# Another view of some results above:
SMILES	SENP1 inh	PfG6PD inh	SENP8 inh
N#Cc1cccc(OC(=O)C2CCN(C(=O)c3ccc(F)cc3)CC2)c1	0	-1	14
COc1ccc(NC(=O)N(C)[C@H]2C[C@H]3c4[nH]c5ccc(-c6ccc(OC)cc6)cc5c4CCN3C[C@H]2[C@H](C)O)cc1	-58	20	-43
CCc1nnc(NC(=O)C(NS(=O)(=O)c2ccccc2)C(C)C)s1 (stereo not drawn)	2	-7	3
Cc1[nH]c2ccccc2c1C(=O)C(=O)NCc1nnnn1-c1ccc(F)c(F)c1	-1	-5	13
COc1ccc(CSc2n[nH]c(=O)[nH]c2=O)cc1	2	-12	17
COc1ccc([C@H]2C[C@@H](O)[C@H](n3cc(-c4ccc(F)cc4)nn3)CN2C(=O)C2CCCCC2)cc1	1	4	0

# Remaining list, next part.
> C[C@@H]1CN([C@H](C)CO)C(=O)c2cc(Br)cnc2O[C@@H]1CN(C)C(=O)c1cccc(F)c1
  SENP1 inh: 0
  PfG6PD inh: 9
  SENP8 inh: 7
> CC(=O)Nc1ccc2nc(NC(=O)CS(=O)(=O)c3ccc(F)cc3)sc2c1
  SENP1 inh: -2
  PfG6PD inh: -20
  SENP8 inh: -7
> C[C@H](O)[C@@H]1CN2CCc3c([nH]c4ccccc34)[C@@H]2C[C@@H]1N(C)C(=O)Nc1ccc(F)cc1
  SENP1 inh: -55
  PfG6PD inh: 10
  SENP8 inh: -108
> CC(=O)N1CCN(c2cc(-c3ccccc3)nc3cc(-c4cccc(Cl)c4)nn23)CC1
  SENP1 inh: -4
  PfG6PD inh: 26
  SENP8 inh: -386
> CCc1ccccc1NC(=O)CSc1nc2cc(C(=O)NCC3CCCO3)ccc2c(=O)n1CC1CCCO1 (stereo not drawn)
  SENP1 inh: 2
  PfG6PD inh: -17
  SENP8 inh: -6
> CC(c1nc2ccccc2c(=O)[nH]1)N1CCN(S(=O)(=O)c2ccc(F)c(Cl)c2)CC1 (stereo not drawn)
  SENP1 inh: 2
  PfG6PD inh: 17
  SENP8 inh: 8

# Assay outcomes: PubChem, Sanford-Burnham Center for Chemical Genomics
